Kir21 block: inhibitors of mouse Kir2.1 inward-rectifier potassium channel | Inward rectifier potassium channel 2 (Mus musculus), P35561 | HEK293-Kir2.1, FluxOR thallium flux fluorescence; active compounds read low | B-score at 10 µM | 310,000 compounds, 0.85% hits | AID 1672, 2009;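 active means fluorescence ratio B-score at or below minus 3 SD of library scores, with starting-brightness B-score within 2 SD, cut at about -4.2 in these data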;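 further: channel flux triggered by added potassium and thallium sulfate stimulus; B-score of peak minus minimum fluorescence over baseline after thallium stimulus; more negative B-score means stronger Kir2.1 block with less thallium influx; some compounds called inactive have numbers as strong as hits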
Target sequence (P35561 whole entry, looked up): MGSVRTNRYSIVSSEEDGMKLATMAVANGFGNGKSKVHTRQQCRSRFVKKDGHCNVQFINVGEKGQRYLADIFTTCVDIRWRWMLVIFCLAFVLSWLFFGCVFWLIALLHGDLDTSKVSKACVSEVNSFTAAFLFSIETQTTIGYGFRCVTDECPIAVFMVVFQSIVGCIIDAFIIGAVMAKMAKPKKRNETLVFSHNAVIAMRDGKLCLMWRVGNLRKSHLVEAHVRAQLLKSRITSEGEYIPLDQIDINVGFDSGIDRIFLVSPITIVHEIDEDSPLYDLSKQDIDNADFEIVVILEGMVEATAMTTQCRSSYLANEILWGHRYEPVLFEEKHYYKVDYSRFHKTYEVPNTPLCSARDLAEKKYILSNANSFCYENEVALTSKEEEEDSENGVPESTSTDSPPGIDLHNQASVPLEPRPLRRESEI
KCNQ2 inh: KCNQ2 potassium channel inhibitors, primary screen, cell-based, CHO-K1, FluxOR thallium flux, B-score (AID 2156). Potassium voltage-gated channel subfamily KQT member 2 (Rattus norvegicus), O88943. 20 min; active compounds read low. B-score at 10 µM. 310,000 compounds, 1.1% hits;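 active means fluorescence ratio B-score at most minus 3 library SDs, with starting brightness B-score within 2 library SDs, cut at about -5.5 in these data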
* marks the source's active call; other numbers are inactive results; i = inactive.

Each structure is followed by: Kir21 block	KCNQ2 inh
1: CC(C)c1nc(SCC(=O)Nc2nc3c(s2)CCCC3)c2ccccc2n1
  -0.28	i
2: O=C(CC1C(=O)N(c2ccccc2)C(=S)N1c1ccccc1)c1ccc(Br)cc1 (stereo unspecified)
  -1.9	-6.36*
3: Cc1ccn2cc(-c3cccc([N+](=O)[O-])c3)nc2c1
  1.76	i
4: CCOC(=O)C1=NN(c2ccc(Cl)cc2)/C(=C/C2=NCCc3cc(OC)c(OC)cc32)S1
  0.76	i
5: COC(=O)c1cc2sccc2n1Cc1ccc(C)cc1
  -0.02	i
6: CCOc1ccc(CC(=O)N/N=C(\C)c2cccnc2)cc1OCC
  1.65	i
7: O=C(Nc1ccc(F)c(F)c1)C1CCN(S(=O)(=O)c2cccc3nonc23)CC1
  -0.77	i
8: CC(C)C(=O)NC(=S)Nc1ccc(S(=O)(=O)Nc2ccccc2)cc1
  -0.74	i
9: CCCNC(=O)C(=O)Nc1ccc2c(c1)N(S(=O)(=O)c1cccs1)CCC2
  -0.75	i
10: COc1ccc(CCNC(=O)CNCC(c2ccccc2)N(C)C)cc1OC (stereo unspecified)
  -0.09	i
11: Cn1nnnc1SCCOc1ccc(C#N)cc1
  0.05	i
12: Brc1ccc(C2=Nn3cnnc3SC2)cc1
  -0.05	i
13: Cc1[nH]c(=O)c(C(=O)/C=C/c2ccccc2)c2c1CCCC2
  0.21	i
14: CC(=O)Nc1ccc(C(C#N)c2ccccc2)cc1 (stereo unspecified)
  0.34	i
15: O=S(=O)(c1cccc2nsnc12)N1CCN(c2ncccn2)CC1
  -1.15	i
16: O=c1c2ccccc2ncn1-c1ccc(Cl)cc1Cl
  -0.95	i
17: O=C(NCc1ccc(OC(F)(F)F)cc1)C1CC2Cn3c(nc4ccccc43)C2N1c1ccccc1 (stereo unspecified)
  0.46	i
18: COc1cc2c(cc1OC)CN(c1ccc(F)cc1[N+](=O)[O-])CC2
  0.07	i
19: Cc1nc(S(=O)(=O)N(C)c2ccccc2)c(C#N)c(C)c1Cl
  0.03	i
20: C=CCn1c(COc2ccccc2)nc2ccccc21
  -1.53	i
21: O=C(C[n+]1ccc(-c2cc(C(=O)Nc3cccc(C(F)(F)F)c3)c3ccccc3n2)cc1)c1cccc([N+](=O)[O-])c1
  -1.26	i
22: COc1ccc(Cl)cc1NS(=O)(=O)c1cccc2cccnc12
  0.26	i
23: Cc1cc(NS(=O)(=O)c2ccc(NC(=O)CCCC(=O)O)cc2)nc(C)n1
  2.5	i
24: Cc1ccc(OCC(=O)Nc2ccc(S(=O)(=O)N3CCCCC3)cc2)c([N+](=O)[O-])n1
  1.32	i
25: COCCN(C(=O)CNC(=O)c1ccco1)C(C(=O)NC1CCCCC1)c1cccc(OC)c1 (stereo unspecified)
  1.74	i
26: COC(=O)CC1Sc2ccccc2NC1=O (stereo unspecified)
  0.05	i
27: C/C(=N\NC(=O)CCC(=O)Nc1ccccc1)c1cccs1
  1.51	i
28: COc1ccc(NC(=O)/C=C/c2ccc(F)cc2)cn1
  0.99	i
29: COc1ccc(C(=O)Nc2ccccn2)cc1S(=O)(=O)N1CCOCC1
  -1.13	i
30: COc1ccc(C2CC(c3ccccc3OC(C)=O)=NN2C(C)=O)cc1 (stereo unspecified)
  -1.07	i
31: Clc1cccc(Cl)c1CSc1nnc([C@@H]2CCCN2)o1
  -0.24	i
32: Cc1ccc(CNC(=O)CN(C)S(=O)(=O)c2cccc3cccnc23)cc1
  -0.32	i
33: CCC(=O)Nc1ccc(OC)cc1OC
  -3.43	i
34: Cc1ccc(Cn2cccc2C2=NC(C)CO2)cc1 (stereo unspecified)
  -0.3	i
35: O=C(Nc1cccnc1Cl)c1cc(-c2ccc(Br)cc2)on1
  -1.16	i
36: COc1cc(CCC(=O)Nc2cccc(S(=O)(=O)N(C)C)c2)cc(OC)c1OC
  0.78	i
37: CC(C(=O)Nc1ccccc1)N(C)CCOc1ccc(Br)cc1 (stereo unspecified)
  -0.37	i
38: CC(C)Oc1ccc(Br)cc1/C=N\NC(N)=S
  0.7	i
39: CCN(CCCn1c(=S)[nH]c2ncccc2c1=O)c1ccccc1
  1.91	i
40: Oc1ccccc1C(=S)N1CCCCCC1
  0.03	i
41: O=C(Nc1ccccc1)c1ccc(F)c(S(=O)(=O)N2CCOCC2)c1
  0.38	i
42: COCCCNC(=O)CS(=O)(=O)Cc1nc(-c2cccc(OC)c2)oc1C
  -0.7	i
43: Cc1cc(C(=O)N2CC(C)CC(C)C2)n(-c2ccccc2)n1 (stereo unspecified)
  -0.41	i
44: CCN(Cc1cnn(C)c1)C(=O)c1cc(COc2ccc3c(c2)CCCC3)on1
  1.17	i
45: C[C@H](NC(=O)c1nc[nH]c1C(=O)N[C@@H](C)C(=O)OC(C)(C)C)C(=O)OC(C)(C)C
  0.25	i
46: O=C(Nc1ccccc1)N1CCCN(c2c(Cl)cncc2Cl)CC1
  -0.8	i
47: O=C(OCc1nnc(-c2ccccc2)o1)c1ccc(-n2cnnn2)cc1
  -2.28	i
48: OC(C#Cc1ccccn1)c1cccs1 (stereo unspecified)
  1.66	i
49: Cc1cccc(N2CCN(Cc3nc(-c4cccc(Cl)c4)oc3C)CC2)n1
  -1.8	i
50: CN(Cc1ccccc1)CC(O)COc1ccc(CNCc2cc3ccccc3s2)cc1 (stereo unspecified)
  -11.4*	i
51: Cc1csc(=O)n1CCC(=O)OCC(=O)c1c(N)n(C)c(=O)n(C)c1=O
  -0.87	i
52: CN(CC(=O)NCCc1ccc(F)cc1)Cc1ccc(Br)cc1
  -6.56*	-5.74*
53: O=C1CCCN1c1cccc(Br)c1
  0.06	i
54: CC1(C)CC(CC(=O)O)(c2ccccc2)CCO1 (stereo unspecified)
  -0.14	i
55: O=C1C(=O)N(CCS(=O)(=O)c2ccccc2)c2ccc(F)cc21
  0.23	i
56: O=C(NCCCN1CCCC1=O)c1cc(COc2ccc(F)cc2F)on1
  1.21	i
57: CCCOC1CCCN(C(=O)c2ccc3oc(C(C)C)nc3c2)C1 (stereo unspecified)
  0.4	i
58: O=C(O)CCC(=O)NCc1c(Cl)cccc1Sc1ccc(Cl)cc1
  1.2	i
59: CCN(CC)S(=O)(=O)c1cccc(NC(=O)CN(C)Cc2cccc(OC)c2)c1
  0.01	i
60: COc1ccc(NC(=O)CN(C)CC(=O)NCC(=O)Nc2ccc(F)cc2)cc1
  -0.6	i

(listing goes on)
Each structure is followed by: Kir21 block	KCNQ2 inh
61: O=C(CSc1nnc(CNC(=O)c2ccco2)o1)Nc1ccccc1C(F)(F)F
  -0.01	i
62: N#Cc1sc2nc(C3CC3)cc(-c3ccccc3)c2c1N
  0.11	i
63: CCn1c2ccccc2c2cnc(N=CN(C)C)c(C#N)c21
  -0.58	i
64: CCOC(=O)c1ccc(N2C(=O)CC(N3CCC(O)(c4ccc(Cl)cc4)CC3)C2=O)cc1 (stereo unspecified)
  0.63	i
65: COc1ccc(CSC(=N)N)cc1[N+](=O)[O-]
  0.42	i
66: COc1ccc(Nc2cc(Nc3cc(OC)c(OC)c(OC)c3)ncn2)cc1
  -1.95	i
67: COc1ccc(C2c3cc(OC)c(OC)cc3CCN2C(=O)c2cccc([N+](=O)[O-])c2)cc1OC (stereo unspecified)
  -0.26	i
68: O=C(O)c1ccccc1NC(=O)c1cc2ccccc2oc1=O
  1.69	i
69: CCCCn1c(=O)c2c(nc3n2CCCN3Cc2ccccc2)n(C)c1=O
  -1.86	i
70: CCCC[n+]1ccc(-c2nc3ccc([N+](=O)[O-])cc3[nH]2)cc1
  -0.98	i
71: CC(=O)Nc1cccc(NC(=O)c2cccc3cccnc23)c1
  -0.03	i
72: CCn1c(=O)cc(OCC(=O)N2CCN(c3cccc(C(F)(F)F)c3)CC2)c2ccccc21
  -0.55	i
73: COc1cccc(CNC(=O)N2CCN(c3ccccc3Cl)CC2)c1
  0.23	i
74: COC(=O)c1ccc(CN(c2ccc(C(=O)O)c(O)c2)S(=O)(=O)c2ccc(Cl)c([N+](=O)[O-])c2)cc1
  -0.86	i
75: COCCCNC(=S)NC(=O)c1ccc([N+](=O)[O-])cc1
  0.13	i
76: COc1ccccc1C(=O)NNC(=O)c1nn(Cc2ccccc2)c(=O)c2ccccc12
  0.84	i
77: Cc1ccc(NC(=O)CSc2nnc(-c3cccs3)o2)cc1S(=O)(=O)N1CCCCC1
  0.05	i
78: O=C(NCc1ccccc1)c1onc(CSc2ccc(Cl)cc2)c1C(=O)NCc1ccccc1
  -0.02	i
79: CCc1nc(SCC(=O)O)c(C#N)c2c1CCCC2
  -1.01	i
80: CCOC(=O)c1cccc(NC(=O)CSc2nnnn2CC)c1
  -2.01	i
81: COc1ccc(CC(=O)NNC(=O)c2ccc(Br)o2)cc1
  -1.5	i
82: COc1cccc(CNC(=O)CN2C(=O)COc3ccc(S(=O)(=O)N4CCCCC4)cc32)c1
  -1.22	i
83: Cc1ccc(S(=O)(=O)C(C#N)c2nc3ccccc3nc2N2CCN(C)CC2)cc1 (stereo unspecified)
  0.52	i
84: C/C(=N\NC(=O)CC#N)c1cc2ccccc2oc1=O
  0	i
85: Cc1cccc(NC(=O)Nc2ccc([N+](=O)[O-])cc2)n1
  -1.21	i
86: N#C/C(=C/c1ccc([N+](=O)[O-])cc1)C(N)=O
  0.02	i
87: Cc1cccc(C)c1NC(=O)CS(=O)CC(=O)N1CCN(c2ccccc2)CC1 (stereo unspecified)
  1.53	i
88: COc1ccccc1CCc1nnc(CCC(=O)NC(C)Cc2cccnc2)o1 (stereo unspecified)
  0.48	i
89: O=C(CCN1CCOCC1)N1CCc2c([nH]c3ccccc23)C1c1cccc(Cl)c1 (stereo unspecified)
  -0.19	i
90: CC(OC(=O)c1ccc(Cl)nc1)C(=O)NC(C)(C)C (stereo unspecified)
  -0.82	i

7 entries drawn at random from those above, as already listed:
Each structure is followed by: Kir21 block	KCNQ2 inh
76: COc1ccccc1C(=O)NNC(=O)c1nn(Cc2ccccc2)c(=O)c2ccccc12
  0.84	i
16: O=c1c2ccccc2ncn1-c1ccc(Cl)cc1Cl
  -0.95	i
33: CCC(=O)Nc1ccc(OC)cc1OC
  -3.43	i
71: CC(=O)Nc1cccc(NC(=O)c2cccc3cccnc23)c1
  -0.03	i
19: Cc1nc(S(=O)(=O)N(C)c2ccccc2)c(C#N)c(C)c1Cl
  0.03	i
10: COc1ccc(CCNC(=O)CNCC(c2ccccc2)N(C)C)cc1OC (stereo unspecified)
  -0.09	i
9: CCCNC(=O)C(=O)Nc1ccc2c(c1)N(S(=O)(=O)c1cccs1)CCC2
  -0.75	i

(more compounds)
Each structure is followed by: Kir21 block	KCNQ2 inh
91: CSc1nc2c(c(=O)[nH]1)C(c1ccc(Br)cc1)CC(=O)N2 (stereo unspecified)
  -0.12	i
92: CCOc1ccc(-c2nc(N)ncc2Oc2cccc(OC)c2)c(O)c1
  -1.62	i
93: Cc1cc(-c2[nH]nc3c2C(c2cccc(O)c2)C(C#N)=C(N)O3)c(C)s1 (stereo unspecified)
  -0.78	i
94: COc1ccc(S(=O)(=O)NN(C)c2ncc(C(F)(F)F)cc2Cl)cc1
  -7.98*	i
95: O=C(c1ccc(Oc2ccc(Cl)cc2)c([N+](=O)[O-])c1)N1CCCC1
  0.26	i
96: COc1ccc(C2NC(=O)N(CCCC(=O)O)C(C)=C2C(=O)OCc2ccccc2)cc1 (stereo unspecified)
  0.87	i
97: O=C1C2CCCCN2C(=O)N1CCCCN1CCN(c2ccccc2Oc2ccccc2)CC1 (stereo unspecified)
  -1.64	i
98: CC(OC(=O)CNS(=O)(=O)c1ccc2ccccc2c1)C(=O)N(C)c1ccccc1 (stereo unspecified)
  -0.04	i
99: COc1ccc(CC(=O)Nc2ccccc2C(=O)N2CCOCC2)cc1OC
  -0.53	i
100: COc1ccc(Cl)cc1NC(=O)c1cccc(NC(=O)CCC(=O)O)c1
  -0.05	i
101: CCOC(=O)c1cccc(Nc2ncnc3ccc(C)cc23)c1
  -6.05*	i
102: CCC(CC)C(=O)NCc1ccc2c(c1)cc(C)n2C
  -1.17	i
103: O=C(NC1CCCCC1)c1ccc(S(=O)(=O)NCc2ccco2)cc1
  -0.29	i
104: COc1ccc(S(=O)(=O)N2CCCN(CC(=O)Nc3cc(NC(C)=O)ccc3OC)CC2)cc1
  -0.56	i
105: CCOC(=O)Cc1nnc(NC(=O)CSc2nncn2C)s1
  0.17	i
106: O=C(Oc1cccnc1)c1ccccc1[N+](=O)[O-]
  0	i
107: CCC(=O)Nc1ccc(S(=O)(=O)Nc2ncccn2)cc1
  -1.66	i
108: O=C1c2cnccc2CN1Cc1ccccc1
  0.09	i
109: O=C(CSc1nnc(-c2ccccc2)n1-c1ccccc1)N1c2ccccc2Sc2ccccc21
  -1.78	i
110: O=c1c2cc(NC(=S)NCc3ccccn3)ccc2nc2n1CCCCC2
  -0.07	i
111: CCCCC(=O)Nc1ccc2c(c1)nc1n2CCSC1
  0.88	i
112: C/C(=N\NC(=O)CN1CCCCC1)c1cccc([N+](=O)[O-])c1
  1.55	i
113: COc1ccc(N2CCN(C(=O)COC(=O)Cc3cccc(OC)c3)CC2)cc1
  1.31	i
114: CC(=O)N(c1ccc(C(C)C)cc1)C1C=CS(=O)(=O)C1 (stereo unspecified)
  -0.02	i
115: COc1ccccc1CNC(=O)Cn1c(=O)oc2cc(Cl)ccc21
  -0.01	i
